Bioassay records from PubChem.
EBI2 antag – EBI2 receptor antagonists, beta-arrestin recruitment, primary screen, cell-based, luminescence, 7a,25-OHC stimulation, uHTS; G-protein coupled receptor 183 (Homo sapiens), P32249; 7a,25-OHC stimulated; inhibition, % at 5 µM; hit rate 0.81% among 360,000; in the data active = inhibition above about 38%;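 note: enzyme fragment complementation signal reports receptor beta-arrestin coupling in cells; 0% = agonist plus DMSO wells and 100% = wells without agonist; some results beyond the cut were filed as inactive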
Target sequence (P32249 whole entry, looked up, the tested form may be a part): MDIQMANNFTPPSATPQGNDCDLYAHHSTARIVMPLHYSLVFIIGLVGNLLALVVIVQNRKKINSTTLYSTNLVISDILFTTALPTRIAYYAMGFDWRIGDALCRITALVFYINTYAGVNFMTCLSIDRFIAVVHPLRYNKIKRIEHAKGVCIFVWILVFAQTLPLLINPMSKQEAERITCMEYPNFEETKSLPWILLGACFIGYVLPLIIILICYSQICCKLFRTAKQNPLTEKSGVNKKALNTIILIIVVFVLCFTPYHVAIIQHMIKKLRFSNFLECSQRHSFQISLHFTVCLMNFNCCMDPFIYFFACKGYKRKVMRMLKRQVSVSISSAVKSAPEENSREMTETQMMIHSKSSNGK
CXCR6 block – CXCR6 receptor inhibitors, primary screen, cell-based, beta-arrestin, luminescence, CHO-K1 PathHunter, 1536-well; hit rate 0.36% among 360,000; AID 602244, 2012; C-X-C chemokine receptor type 6 (Homo sapiens), O00574; inhibition, % at 20 µM; in the data active = inhibition above about 34%, passing the limit was not always enough;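 note: antagonist mode with CXCL16 agonist at 10 nM final; 0% = 10 nM CXCL16 with DMSO and 100% = unstimulated wells without agonist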
Target sequence (O00574 whole entry, looked up): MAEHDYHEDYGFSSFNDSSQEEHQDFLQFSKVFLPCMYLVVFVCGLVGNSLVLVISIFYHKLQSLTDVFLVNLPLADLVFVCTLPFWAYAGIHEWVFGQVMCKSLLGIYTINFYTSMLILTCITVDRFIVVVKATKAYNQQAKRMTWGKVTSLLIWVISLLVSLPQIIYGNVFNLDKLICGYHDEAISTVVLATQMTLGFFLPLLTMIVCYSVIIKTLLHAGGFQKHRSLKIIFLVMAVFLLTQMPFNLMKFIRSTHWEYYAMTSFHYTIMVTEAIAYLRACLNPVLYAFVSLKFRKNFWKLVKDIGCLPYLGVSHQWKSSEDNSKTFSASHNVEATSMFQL
APOBEC3G inh – APOBEC3G DNA deaminase inhibitors, primary screen, biochemical, fluorescence, single-stranded DNA substrate, uHTS; DNA dC->dU-editing enzyme APOBEC-3G (Homo sapiens), Q9HC16; inhibition, % at 20 µM; recombinant A3G, ssDNA deamination FAM/TAMRA fluorescence; hit rate 0.28% among 330,000;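 active = inhibition of at least 40% at 20 µM, with no more than 30% in the related APOBEC3A deaminase screen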;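 note: plate controls were DMSO wells with A3G for no effect and wells lacking A3G enzyme for full effect; some compounds called inactive have numbers as strong as hits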
MPTP block – mitochondrial permeability transition pore inhibitors, primary screen, biochemical, isolated mouse mitochondria, absorbance; Ca2+ swelling absorbance, 30 min; hit rate 1.4% among 360,000; inhibition, % at 10 µM;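 active = inhibition of 50% or more, scaled per plate between neutral and stimulator controls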;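 note: 0% = DMSO wells given calcium and 100% = 1 mM EGTA wells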
NR3A LBD binder – binders of NR3A ligand-binding domain, primary screen, biophysical, differential scanning fluorimetry, uHTS; NR3A LBD differential scanning fluorimetry, Tm shift; 0% = protein alone, 100% = glycine-bound protein; hit rate 2.5% among 340,000; AID 1259313, 2017; Glutamate receptor ionotropic, NMDA 3A (GRIN3A) ligand-binding domain; Tm shift relative to glycine control, % at 25 µM;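 active = melting temperature shift of at least 10% of the positive control shift, at one fixed dose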
CCR6 antag – CCR6 receptor antagonists, primary screen, cell-based, CHO-K1, luminescence, beta-arrestin, uHTS; CHO-K1 CCR6 PathHunter beta-arrestin, CCL20-stimulated; hit rate 0.49% among 340,000; C-C chemokine receptor type 6 (Homo sapiens), P51684; inhibition, % at 20 µM;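 active = compounds whose inhibition of the agonist-driven luminescence signal at 20 µM reaches about 50%, limit read from the data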;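 note: cells stimulated with CCL20 at 14 nM final; plate controls were DMSO with CCL20 for no effect and DMSO without agonist for full effect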
Gli-Sufu antag – Gli-Sufu pathway antagonists, primary screen, luciferase luminescence, Sufu-KO-LIGHT cells, uHTS | Sufu-KO-LIGHT fibroblasts, Gli luciferase reporter luminescence | inhibition, % at 5 µM | hit rate 0.74% among 340,000;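 active = inhibition above about 55%, limit read from the data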;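 note: 0% = DMSO-treated cells and 100% = wells with medium but no cells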
APOBEC3A inh – APOBEC3A ssDNA deaminase inhibitors, primary screen, selectivity assay for APOBEC3G inhibitor project, biochemical, FAM/TAMRA oligo cleavage fluorescence; recombinant A3A, FAM/TAMRA ssDNA deamination fluorescence; hit rate 0.41% among 330,000; AID 493011, 2011; inhibition, % at 20 µM; DNA dC->dU-editing enzyme APOBEC-3A (Homo sapiens), P31941;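 active = at least 40% inhibition at 20 µM here, with at most 30% in a related deaminase screen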;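 note: plate controls were A3A with DMSO for no effect and wells lacking A3A enzyme for full effect; some results filed as inactive read as strong as hits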
Target sequence (P31941 whole entry, looked up): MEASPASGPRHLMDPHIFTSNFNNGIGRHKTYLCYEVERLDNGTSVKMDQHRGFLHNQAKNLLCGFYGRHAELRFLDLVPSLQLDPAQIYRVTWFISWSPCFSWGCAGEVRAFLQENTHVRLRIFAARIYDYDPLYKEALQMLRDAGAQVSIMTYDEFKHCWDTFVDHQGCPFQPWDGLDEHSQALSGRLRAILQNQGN
* hit, by the source's call; / = not tested or not shown.

Start of the listing, in advance (ten entries):
Under each structure: EBI2 antag	CXCR6 block	APOBEC3G inh	MPTP block	NR3A LBD binder	CCR6 antag	Gli-Sufu antag	APOBEC3A inh
> CCc1nc2ccccc2n1CC(=O)N1CCN(S(=O)(=O)c2cccc(C(F)(F)F)c2)CC1
    -10	-4	4	1.4	0	-7	15	6
> Cc1cc(C)n(-c2ccc(C(=O)OCC(=O)Nc3cc(S(C)(=O)=O)ccc3Cl)cc2)n1
    3	-6	-1	-2.3	-2	0	1	5
> CN(C)C(=O)COc1ccc(Br)cc1
    -13	12	-4	0.6	-10	2	2	4
> COc1cccc(OCC(O)CN2CCN(CCO)CC2)c1 (centres undefined)
    -3	-7	-5	0.4	-7	5	3	-6
> O=C1CCCC(O)=C1C1C2=C(CCCC2=O)OC2=C1C(=O)CCC2
    -1	-3	-10	-1.3	-3	-4	1	-4
> COc1ccc(OC)c(C(C)NC(C)=O)c1 (centres undefined)
    -1	3	1	0.6	-1	18	-11	1
> COc1ccccc1CNc1ncccc1[N+](=O)[O-]
    -2	-5	-6	-0.7	0	8	-3	-2
> CCOC(=O)C1CCN(C(=O)COC(=O)c2ccc3c(c2)C(=O)N(c2ccc(OCC)cc2)C3=O)CC1
    -10	-3	-5	2.3	3	-1	0	1
> O=C(COC(=O)C1CCN(c2ccc(C(F)(F)F)cn2)CC1)Nc1cc(F)ccc1F
    -3	1	-2	-0.7	0	17	-9	4
> O=C(CSc1nnc2c(n1)[nH]c1ccc(F)cc12)NC1CC1
    4	0	-6	-1.1	1	6	-13	-4

The whole of this part, repeating the preview:
Under each structure: EBI2 antag	CXCR6 block	APOBEC3G inh	MPTP block	NR3A LBD binder	CCR6 antag	Gli-Sufu antag	APOBEC3A inh
> CCc1nc2ccccc2n1CC(=O)N1CCN(S(=O)(=O)c2cccc(C(F)(F)F)c2)CC1
    -10	-4	4	1.4	0	-7	15	6
> Cc1cc(C)n(-c2ccc(C(=O)OCC(=O)Nc3cc(S(C)(=O)=O)ccc3Cl)cc2)n1
    3	-6	-1	-2.3	-2	0	1	5
> CN(C)C(=O)COc1ccc(Br)cc1
    -13	12	-4	0.6	-10	2	2	4
> COc1cccc(OCC(O)CN2CCN(CCO)CC2)c1 (centres undefined)
    -3	-7	-5	0.4	-7	5	3	-6
> O=C1CCCC(O)=C1C1C2=C(CCCC2=O)OC2=C1C(=O)CCC2
    -1	-3	-10	-1.3	-3	-4	1	-4
> COc1ccc(OC)c(C(C)NC(C)=O)c1 (centres undefined)
    -1	3	1	0.6	-1	18	-11	1
> COc1ccccc1CNc1ncccc1[N+](=O)[O-]
    -2	-5	-6	-0.7	0	8	-3	-2
> CCOC(=O)C1CCN(C(=O)COC(=O)c2ccc3c(c2)C(=O)N(c2ccc(OCC)cc2)C3=O)CC1
    -10	-3	-5	2.3	3	-1	0	1
> O=C(COC(=O)C1CCN(c2ccc(C(F)(F)F)cn2)CC1)Nc1cc(F)ccc1F
    -3	1	-2	-0.7	0	17	-9	4
> O=C(CSc1nnc2c(n1)[nH]c1ccc(F)cc12)NC1CC1
    4	0	-6	-1.1	1	6	-13	-4
> CCCCCCc1ccc(N2C[C@H](CCCCC)[C@@H](CC(=O)NCc3ccc(OC)cc3)C2=O)cc1
    2	12	-1	-1.1	-4	25	14	2
> N#Cc1c(-c2cccs2)nc(SCc2ccc(Cl)cc2)[nH]c1=O
    2	-5	-8	96*	-10	-4	-1	-3
> CN(C(=O)COC(=O)c1ccc2c(c1)OCCO2)c1ccccc1
    4	0	-4	0.2	0	5	-16	4
> O=c1[nH]nc(-c2ccc([N+](=O)[O-])o2)c(=O)[nH]1
    -6	-19	/	-0.9	2	-3	-3	/
> CN(Cc1cccnc1)C(=O)c1cc(COc2ccc3ncccc3c2)on1
    -6	-7	-11	98*	3	-11	51	-2
> CCCC(=O)Nc1cc(-c2nn(C)c(=O)c3ccccc23)ccc1OC
    -5	14	-5	13	-2	11	17	-2
> COc1ccc(OCC(=O)Nc2cccc(C(=O)Nc3ccccc3C(=O)O)c2)cc1
    -14	3	-7	4.2	-3	10	-4	0
> COc1ccc(N)cc1-n1c(C)ccc1C
    5	-1	-6	-1.1	-1	-9	5	-1
> CN(C(=S)NC1=CCS(=O)(=O)C1)C1CCCCC1
    -2	-2	-8	1.5	-2	-10	0	-4
> Clc1ccc(C[n+]2cc(-c3ccccc3)n3c2CCCCC3)c(Cl)c1
    1	5	-1	-1.0	-3	8	86*	3

Under each structure: EBI2 antag	CXCR6 block	APOBEC3G inh	MPTP block	NR3A LBD binder	CCR6 antag	Gli-Sufu antag	APOBEC3A inh
> Cc1ccc(NC(=O)CSC2=NCCN2)cc1
    6	-3	-4	-3.0	2	6	-9	-1
> O=C(CN1C(=O)C2CC=CCC2C1=O)Nc1nc2ccc(F)cc2s1 (centres undefined)
    1	0	-4	-2.1	-20	2	4	2
> CC(C)(C)NC(=O)N1CCN(c2nc3ccc(Cl)cc3s2)CC1
    2	-10	-9	-0.6	-1	7	-14	-3
> COc1cccc(/C=N/n2c(-c3n[nH]c4c3CCC4)n[nH]c2=S)c1O
    -7	3	66*	-3.7	4	8	4	-4
> COCCNc1c2c(nc3c(-c4ccccc4)c(C)nn13)CCC2
    -5	4	-7	2.2	0	12	-6	-3
> Cn1nccc1-c1cc(Cl)cc(Cl)c1O
    0	-5	3	-2.2	2	2	-10	0
> O=C(CN1CCOCC1)NCc1ccccc1
    -2	3	-5	-2.5	-1	-15	-20	0
> CCCN(CCC)c1c([N+](=O)[O-])c(=O)oc2ccccc12
    -3	2	-4	-6.7	-4	17	-2	-1
> O=c1[nH]c(SCc2ccccc2Cl)nc2c1cnn2-c1ccccc1
    -1	-7	-13	2.5	-11	3	6	-4
> COCCNc1cc(C)c(C#N)c2nc3ccccc3n12
    0	-7	-9	3.1	0	-1	3	-3
> Cc1cccc(C)c1NC(=S)N/N=C1\CC2CC=CC12 (centres undefined)
    -15	-2	-13	1.2	-1	5	1	1
> COC(=O)/C(C#N)=C/c1c(Oc2cc(C)cc(C)c2)nc2ccccn2c1=O
    5	-4	-3	3.7	3	8	13	-1
> COCCn1c(=O)[nH]c2cc(C(=O)Nc3cccc(C(C)=O)c3)ccc2c1=O
    -11	1	-9	0.1	3	3	-3	-4
> CC(C)C(=O)Nc1cccc(NC(=O)c2cccc(Br)c2)c1
    -7	-4	-1	4.4	-8	1	-3	2
> O=C(NC1CCCC1)C(c1ccc(Cl)cc1)N1CCOCC1 (centres undefined)
    1	-5	-6	0.8	-3	9	7	-6
> O=C1CCCN1CCC1CCN(C(=S)Nc2ccc(F)cc2)CC1
    -16	-4	-11	-1.1	-1	2	0	0
> Cc1ccc(-c2nnc(SCC(=O)Nc3nccs3)n2N)cc1
    -3	5	-6	2.0	-1	-9	-27	-3
> Nc1nc(NS(=O)(=O)c2ccc(Cl)cc2)nn1-c1ccccc1
    -5	8	-10	0.8	0	3	-3	-2
> Cc1c(NC(=O)C2CCN(S(=O)(=O)c3ccccc3)CC2)c(=O)n(-c2ccccc2)n1C
    5	5	0	1.2	-1	-47	-6	3
> O=S(=O)(NC1CCCC1)c1ccc(S(=O)(=O)N2CCc3ccccc32)cc1
    6	1	-1	20	-16	30	47	1

Under each structure: EBI2 antag	CXCR6 block	APOBEC3G inh	MPTP block	NR3A LBD binder	CCR6 antag	Gli-Sufu antag	APOBEC3A inh
> Cc1ccc(OCCNC(=O)c2ccccc2N)cc1
    0	3	-7	-1.2	0	3	-17	1
> OC(C#CCN1CCCC1)(c1ccccc1)c1cccc(F)c1 (centres undefined)
    0	0	-20	-1.3	1	5	2	-9
> COc1ccc(C(=O)NCc2nnc(SCC(=O)Nc3cc(C)on3)o2)cc1OC
    0	-3	0	0.5	3	-5	6	5
> CCOC(=O)c1ccc2c(c1)[n+](CC)c(C)n2-c1ccccc1
    -21	1	26	-1.3	-1	3	8	75*
> CC(C)Cn1ccc(=O)n(CC(C)C)c1=O
    -8	3	4	1.2	-2	5	3	3
> Nc1ccc(C(=O)N/N=C\c2cc(N=Nc3cccc4ccccc34)ccc2O)cc1
    10	28	2	6.8	8	59*	67*	4
> COc1ccc(S(=O)(=O)Nc2cc3c4c(c2)C(C)C(=O)N4CCC3)cc1OC (centres undefined)
    -13	-6	-6	-0.1	/	2	-4	-1
> CCC[C@@H](CN1CCC[C@H]1CN1C(N)=NC[C@H]1CC(C)C)N1C[C@@H](Cc2ccccc2)N(CCCC2CCCC2)C1=N
    -4	-1	-3	6.2	-1	23	-2	-1
> Cc1cc(C(=O)Cn2nnc3ccccc3c2=O)c(C)n1Cc1cccs1
    9	-2	-4	-0.5	-1	15	-16	-3
> C[C@H](N)c1nnc(SCC(N)=O)o1
    -8	-9	-7	1.6	-1	-1	9	0
> O=c1[nH]c(-c2ccccc2)nc(-c2ccccc2)c1Cl
    -12	5	2	1.3	4	0	4	1
> CN(C1CCS(=O)(=O)C1)S(=O)(=O)c1ccc2ccccc2c1 (centres undefined)
    -10	0	-3	0.5	1	-6	-19	0
> O=S(=O)(c1ccc(Cl)cc1)N1CCC(n2cnc3cc(C(F)(F)F)ccc32)CC1
    21	11	-8	0.5	-1	6	11	-3
> CN(CC(=O)Nc1ccccc1N1CCOCC1)S(=O)(=O)c1ccc(Cl)cc1
    1	-1	0	1.2	-2	5	8	1
> CCOc1ccc(N2CC(C(=O)Nc3nnc(Cc4ccccc4)s3)CC2=O)cc1 (centres undefined)
    10	3	-7	-2.5	-1	5	-1	-6
> O=C(NCC1CCCO1)C1CCCN1C(=O)Nc1ccc(Cl)c(Cl)c1 (centres undefined)
    1	-2	-8	-3.8	1	0	-1	-2
> CCOC(=O)CSc1nnc(-c2cccs2)n1-c1ccccc1
    -11	10	-2	-1.1	1	6	-3	1
> O=[N+]([O-])c1ccccc1CS(=O)(=O)c1ccccc1
    1	-2	-5	-0.4	-1	16	5	-1
> O=[N+]([O-])c1ccccc1/C=N/Nc1nnc(-c2ccccc2)c(-c2ccccc2)n1
    2	7	1	7.4	-12	7	4	2
> Cc1ccc(OCC(=O)Nc2ccc3c(c2)C(=O)N(CCC(=O)O)C3=O)cc1
    2	-1	-1	0.3	1	-2	-7	2

Under each structure: EBI2 antag	CXCR6 block	APOBEC3G inh	MPTP block	NR3A LBD binder	CCR6 antag	Gli-Sufu antag	APOBEC3A inh
> COc1ccc(NS(=O)(=O)c2ccc(NC(=S)NC(=O)/C=C/c3ccc(C)cc3)cc2)nn1
    3	17	-3	5.2	-7	24	38	-5
> Cc1ccc(C(=O)N2CCc3cc4c(cc3C2C)OCCCO4)cc1 (centres undefined)
    7	1	7	-1.7	-1	10	10	0
> CCc1ccc(-c2nn(Cc3ccccc3)cc2C(=O)NCC2CCCO2)cc1 (centres undefined)
    0	2	-4	-2.1	1	7	-1	0
> CC(C)CC(=O)NC(Nc1ccc([N+](=O)[O-])cc1)C(Cl)(Cl)Cl (centres undefined)
    6	-2	-2	90*	-5	19	5	4
> CCOc1ccc(-c2nnc(-c3cccs3)o2)cc1
    -6	5	-3	-1.8	2	8	-96	-1
